Cneo AK release: Cryptococcus neoformans lysis via adenylate kinase release. C. neoformans lysis, adenylate kinase release luminescence, 4 h; normalised: neutral wells 0, clomiphene wells 100. lysis activity, % at 15 µM. 0.2% of 360,000 active. AID 651654;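 active means mean lysis activity across replicates of at least 80%, whatever share of replicates individually reach that level; inactive means mean lysis activity below 80%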
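read-out = cell lysis signal | test system = log-phase Cryptococcus neoformans yeast cells | input = cells at 5 × 10^6 per mL | medium = fresh YPD growth medium | signal = luminescent adenylate kinase detection reagent | timing = 4 h at 37 °C static, read 1 h later | dosing = single dose | controls = Clomiphene as positive lysis control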
EWS-Fli block: blocks EWS/Fli oncoprotein-driven transcription. inhibition, % at 12.6 µM. 0.67% of 350,000 active. A673 NR0B1-luciferase reporter, viability-normalised;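 active means mean inhibition of at least 50% after viability correction, with every replicate also passing that limit; inconclusive means mean reaches 50% but only one of two replicates passes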;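 further: firefly luciferase signal divided by Alamar Blue viability fluorescence both relative to DMSO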
LGR2 inh: Drosophila LGR2 receptor signaling inhibition; HEK293 LGR2, CRE-luciferase, bursicon-stimulated, 4 h; 0.35% of 380,000 active; inhibition, % at 9.99 µM; AID 720647;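 active means drop in luminescence signal, shown as inhibition above about 50% in the replicate tests, limit read from the data, passing the limit was not always enough; inconclusive means probably only some replicates passing the limit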;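 further: agonist challenge used bursicon conditioned medium at about half maximal strength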
miR-122 sensor: miR-122 inhibition in Huh7 cells; Huh7 miR-122 Renilla luciferase sensor, 48 h; neutral wells = 0, positive control = 100; activation (reporter increase), % at 12.5 µM; 0.3% of 340,000 active; AID 602342;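 active means mean replicate activation score at least 90 and every replicate individually at or above 90; inconclusive means only one of the two criteria met; inactive means neither criterion met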;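 further: higher luciferase means less miR-122 activity so hits act as miR-122 inhibitors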
FN deposition inh: fibronectin deposition inhibition | 0.086% of 350,000 active | inhibition, % at 12.6 µM | AH1F fibroblasts, Alexa488-fibronectin deposition fluorescence, overnight;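 active means mean inhibition across replicates of 30% or more, regardless of how many single replicates reach that level; inconclusive means mean under 30% yet at least half of replicates reach 30%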;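 further: positive control wells lacked labelled fibronectin entirely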
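Schedule: 1 h cell adhesion before compound, then overnight fibronectin incubation; test system: AH1F fibroblast monolayer depositing Alexa488-labelled fibronectin into matrix; quantity: 10000 AH1F cells per well; probe or stimulus: fluorescent fibronectin at 24 nM final; signal: fluorescence, ex 485 nm, em 525 nm; evaluation: percent inhibition as loss of matrix-bound fibronectin fluorescence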
PAX8 reporter: lowers PAX8-driven luciferase in RMG-I cells | 1.2% of 360,000 active | inhibition, % at 12.6 µM | AID 652154 | RMG-I TPO-luciferase reporter, SteadyGlo, 24 h;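 active means mean replicate inhibition at least 60% with every replicate also reaching 60%; inconclusive means only one of the two criteria is met; inactive means mean below 60% and not all replicates reaching 60%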;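 further: luciferase light reporting Pax8 driven TPO promoter activity; plate controls were median of neutral control wells for no effect and mitoxantrone controls for full effect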
PGC1a acetyl inh: modulators of PGC1a acetylation | 0.17% of 350,000 active | inhibition, % at 15.6 µM | U2OS PGC1a acetylation, AlphaScreen anti-acetyl-lysine; with virally co-expressed GCN5 acetyltransferase;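 active means every replicate shows inhibition of at least 40%; inconclusive means mean inhibition at least 40% but some replicate below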;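 further: 0% = neutral control wells and 100% = positive control wells; some results beyond the cut were filed as inactive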
Casp6 inh: blocks human caspase-6 cleavage activity | purified caspase-6, Z-VEID-R110 cleavage fluorescence | AID 686996 | P55212 | inhibition, % at 12.5 µM | 0.53% of 350,000 active;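 active means mean inhibition across replicates at least about 35%, with every replicate also reaching that limit, limit read from the data; inconclusive means only one of the two criteria met; inactive means neither criterion met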;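 further: 0% = median of neutral control wells and 100% = no fluorescence left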
Target sequence (P55212 24-179 limits assumed): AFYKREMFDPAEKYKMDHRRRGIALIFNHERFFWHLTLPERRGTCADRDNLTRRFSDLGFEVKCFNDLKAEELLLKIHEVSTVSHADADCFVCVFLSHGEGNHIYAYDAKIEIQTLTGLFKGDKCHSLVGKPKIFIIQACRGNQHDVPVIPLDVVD
Target sequence (P55212 194-293 limits assumed): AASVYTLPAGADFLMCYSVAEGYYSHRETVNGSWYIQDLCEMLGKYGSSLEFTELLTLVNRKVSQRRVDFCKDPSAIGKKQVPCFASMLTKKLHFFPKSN
Active calls of the source: *; ? = inconclusive; / = not tested or not shown; [ ] = another dose, or the depositor's remark.

SMILES	Cneo AK release	EWS-Fli block	LGR2 inh	miR-122 sensor	FN deposition inh	PAX8 reporter	PGC1a acetyl inh	Casp6 inh
COCC(=O)N1C[C@H]2[C@@H](c3ccccc31)[C@@H](CO)N2C(=O)C1CCCCC1	0	-5	-2	-18[16.7 µM]	-8	-17	2	0
CO[C@@H]1CN(C)C(=O)c2cc(NC(=O)Cc3ccccc3)ccc2OC[C@H](C)N(CC2CC2)C[C@H]1C	-8	-3	-1	/	9	-5	-4	0
O=C(Cc1ccncc1)N1CC[C@@H]2[C@H]1c1cc(-c3cccc(F)c3)ccc1N[C@@H]2CO	-14	-25	-16	-21[16.7 µM]	0	-19	8	/
Cc1nc(-c2cccnc2)sc1C(=O)Nc1cccc(C(F)(F)F)c1	-3	/	/	8	19	/	5	/
Cc1noc(C)c1NC(=O)N(C)C[C@H]1Oc2ncc(C#CCN(C)C)cc2C(=O)N([C@H](C)CO)C[C@H]1C	0	-7	-24	20[16.7 µM]	/	/	8	-1
Cc1ccc(NC(=O)CCNC(=O)c2ccco2)cc1Cl	2	-15	4	-18	4	1	-4	-1
Cc1cccc(C(=O)OCC(=O)NC(=O)Cc2ccccc2)c1O	42	0	-5	2	/	-10	2	2
COC1=C/C(=C/c2c(O)c(C#N)c3ccccn23)C=CC1=O	/	-53	-70	0	-6	13	/	10
CN1C(=O)c2cc(NC(=O)C3CCCC3)ccc2OC[C@H]2O[C@H](CC(=O)NCc3ccccc3F)CC[C@H]21	/	-4	2	/	-9	13	/	3
COCC(=O)N1CC[C@H]2[C@@H]1c1cc(-c3ccc(F)cc3)ccc1N(C)[C@H]2CO	-21	-3	-6	25[16.7 µM]	-2	-12	10	4
O=C(N[C@H]1CC[C@H](CC(=O)N2CCOCC2)O[C@@H]1CO)c1cccc(F)c1	11	1	0	/	-4	-1	1	-2
COc1ccccc1CNC(=O)C[C@H]1C[C@H]2c3cc(NC(=O)CC4CC4)ccc3O[C@H]2[C@H](CO)O1	-2	0	8	-5[16.7 µM]	-20	12	/	/
O=C(Nc1ccc(F)cc1)C1CCC(N2C(=O)c3ccccc3C2=O)CC1 (configuration not stated)	1	/	-19	2	/	/	-8	/
O=[N+]([O-])c1cccc(S(=O)(=O)NC2CC3CCC2C3)c1 (configuration not stated)	3	-11	-7	14	17	-27	/	0
CCS(=O)(=O)N1Cc2ccccc2CC1C(=O)Nc1cccc(OC)c1 (configuration not stated)	-1	-80	-20	/	1	8	/	1
O=C(CN1c2cccc3cccc(c23)S1(=O)=O)Nc1cccc(S(=O)(=O)N2CCOCC2)c1	0	-51	3	6	7	18	-6	0
CSc1ncccc1C(=O)NC(C)CCc1ccccc1 (configuration not stated)	-1	3	-26	1	-6	0	1	0
N#CCCn1c(SCC(=O)Nc2ccc(N3CCOCC3)cc2)nc2ccccc21	/	10	/	/	2	6	-11	3
O=C(O)c1ccc(CSC2CCCCC2)cc1	-2	-16	-3	/	9	-22	/	/
O=C1NC(c2cc3c(cc2Cl)OCO3)Oc2ccccc21 (configuration not stated)	0	/	/	0	-7	-7	-1	/
CC(C)(C)c1ccc(C(=O)NCCOc2ccccc2F)cc1	-4	75*	67*	1	-1	29	1	3
Cc1nonc1OCCN1CCN(c2ccc([N+](=O)[O-])cc2)CC1	/	15	7	/	5	-1	/	1
O=C(C1CC(=O)N(c2ccc(Cl)cc2)C1)N1CCOCC1 (configuration not stated)	-1	0	-1	1	-1	3	-6	1
Cc1ccc(C)c(NC(=O)c2ccc(OC(=O)c3ccco3)cc2)c1	1	/	-15	-3	-2	/	5	/
CCOC(=O)C1CCN(c2nc(-c3ccc(C)cc3)nc3ccccc23)CC1	/	8	3	/	/	15	11	2
CN(C)C(=O)[C@H]1[C@H](CO)[C@H]2Cn3c(ccc(-c4ccccc4)c3=O)[C@@H]1N2C(=O)C1CCCC1	-1	2	0	-7[16.7 µM]	-9	/	/	1
O=C(COC(=O)c1nc(Cl)ccc1Cl)NNC(=O)c1cccs1	-2	0	-5	12	7	9	-6	4
Cc1cccc2c1c1ccc3c(c1n2C)C(=O)C=CC3=O	-2	32	-1	/	-10	-8	/	17
CCOC(=O)C1=C(C)NC2=C(C(=O)CCC2)C1c1coc2ccccc2c1=O (configuration not stated)	-4	4	8	-1	/	/	/	-2
CN(C)S(=O)(=O)c1ccc(C(=O)NCc2nnc(SCC(=O)NCc3ccco3)o2)cc1	0	-7	-5	-6	/	-7	/	-5
COc1ccc(/C=C/C(=O)NC(=S)NNC(=O)c2c(-c3ccccc3)noc2C)cc1	-1	/	29	0	3	-11	-10	/
Cc1cc(N2CCN(C(=O)c3ccco3)CC2)c2ccccc2n1	3	6	-4	-4	4	-5	1	-5
O=C(c1cc(=O)c2ccccc2o1)N1CCN(c2ccccc2F)CC1	/	-25	-6	/	-12	6	2	0
CCc1ccc(NC(=O)NCCCN2CCCC2=O)cc1	-5	-17	-2	/	-2	6	/	-1
Cc1noc(C)c1NC(=O)N(C)C[C@H]1Oc2ccc(NS(C)(=O)=O)cc2C(=O)N([C@@H](C)CO)C[C@H]1C	0	-11	-19	0[16.7 µM]	/	/	-8	-1
CCOc1ccc(S(=O)(=O)N2CCC(C(=O)NCc3cccnc3)CC2)cc1C	1	15	-9	-9	-8	-39	-4	0
CCC(C)Sc1nc2c(cnn2-c2ccc(C)c(C)c2)c(=O)[nH]1 (configuration not stated)	1	15	2	-1	6	12	0	0
Cc1ccc(C)c(Cn2c(=O)c3c(nc4n3CCN4Cc3ccco3)n(C)c2=O)c1	1	/	/	0	-5	8	2	/
CCOC(=O)c1c(C)[nH]c(C)c1S(=O)(=O)N(C)CC(=O)NCc1ccc(C)cc1	/	/	19	-5	3	-8	0	-1
COc1ccc(NC(=O)N2C[C@@H]3[C@H](c4ccccc42)[C@H](CO)N3C(=O)C2CCCC2)cc1	58	-7	-6	-20[16.7 µM]	2	-45	-5	-2
C[C@H]1CN([C@@H](C)CO)C(=O)Cc2cc(NC(=O)CCCCCC(=O)Nc3ccccc3N)ccc2O[C@H]1CN(C)CC1CCCCC1	8	60*	-21	6[16.7 µM]	-15	21	-21	-3
CCOC(=O)C1CCN(C(=O)COC(=O)c2nn(C)c(=O)c3ccccc23)CC1	-4	-10	26	5	-3	-16	-2	2
COc1ccc(CNC(=S)NCc2ccc(Cl)cc2)cc1OC	-3	18	-4	0	5	4	/	-6
CCN1CCN(C(c2nnnn2Cc2ccc3c(c2)OCO3)C(C)C)CC1 (configuration not stated)	-9	/	/	6	-8	-27	4	/
Cc1ccc(C(=O)Nc2ccc(Br)cc2)cc1S(=O)(=O)Nc1ccccn1	-2	/	14	40	/	23	/	/

Rewritten with bars between the fields: 2 of the compounds above
smiles | Cneo AK release | EWS-Fli block | LGR2 inh | miR-122 sensor | FN deposition inh | PAX8 reporter | PGC1a acetyl inh | Casp6 inh
Cc1ccc(C)c(Cn2c(=O)c3c(nc4n3CCN4Cc3ccco3)n(C)c2=O)c1 | 1 | / | / | 0 | -5 | 8 | 2 | /
CCOC(=O)c1c(C)[nH]c(C)c1S(=O)(=O)N(C)CC(=O)NCc1ccc(C)cc1 | / | / | 19 | -5 | 3 | -8 | 0 | -1

New compounds follow.
SMILES	Cneo AK release	EWS-Fli block	LGR2 inh	miR-122 sensor	FN deposition inh	PAX8 reporter	PGC1a acetyl inh	Casp6 inh
Cc1ccc(S(=O)(=O)N(C)C[C@H]2Oc3ccc(NC(=O)NC4CCCCC4)cc3C(=O)N([C@@H](C)CO)C[C@H]2C)cc1	-3	10	-7	28[16.7 µM]	/	7	-5	0
Cc1nn(C2CCS(=O)(=O)C2)c(Cl)c1/C=C/C(=O)OCC(=O)Nc1ccc2c(c1)OCO2 (configuration not stated)	8	-30	13	-9	/	2	19	7
Cc1ccc(S(=O)(=O)NC(=O)c2ccc(F)cc2)c(C)c1	0	8	9	/	-6	3	/	-1
Cc1nc2ccccc2c(=O)n1-c1ccc(NS(=O)(=O)c2ccc(F)cc2F)cc1	-2	5	-17	1	-5	8	-11	50*
C=CCOc1c(Br)cc(CNCCCN2CCOCC2)cc1OC	0	5	5	-8	1	13	-14	-100
Cc1c(Cc2ccccc2)c(=O)oc2cc(O)cc(O)c12	/	11	13	3	-3	9	10	8
Cc1ccc(C)c(NC(=O)CN(C)C(=O)c2ccc(COc3ccccc3)cc2)c1	1	0	18	1	-10	-37	-3	-6
Oc1ccc(/C=N/Nc2nccnc2Cl)cc1	1	/	/	-2	-7	-136	1	/
COCc1c(C(=O)N/N=C/C2CC=CCC2)nnn1-c1nonc1N (configuration not stated)	0	2	-1	-1	-1	16	2	0
O=C(Cc1ccccn1)NCC[C@H]1CC[C@@H](NC(=O)Nc2ccc(Cl)cc2)[C@H](CO)O1	-3	/	4	/	/	/	-17	-1
Cc1ccc2c(c1)[C@H]1[C@H](CO2)[C@H](c2ccccc2)[C@]2(C)C(=O)N(Cc3ccco3)CC(=O)N12	5	0	-8	-4	13	0	/	14
Cc1ccc(NC(=S)N2CCN(S(C)(=O)=O)CC2)cc1C	20	6	-7	-6	4	-17	4	0
CCc1cc(C(=O)Nc2ccc(S(=O)(=O)NC3=NCCCCC3)cc2)sc1C	0	12	-1	9	/	-10	/	0
Cc1ccc(S(=O)(=O)N2C[C@@H](O)COC[C@@H]3O[C@@H](CC(=O)NCC4CCCCC4)CC[C@H]32)cc1	0	22	17	-2[16.7 µM]	-13	21	1	1
CN(C)c1nc(=S)nc(NCc2ccccc2)[nH]1	/	-13	8	/	-7	0	/	2
CCOC(=O)N1CCN(C(=O)/C(=C/c2ccc(Cl)cc2)NC(=O)c2ccccc2)CC1	-1	-6	-4	8	-9	0	1	4
O=C(CS(=O)(=O)c1c[nH]c2ccccc12)N1CCCCCC1	/	2	-17	/	4	13	/	-1
CCOC(=O)C(C)n1cnc2scc(-c3ccc(C)cc3)c2c1=O (configuration not stated)	1	7	3	-14	-4	15	/	4
N/C(=N/OCC(=O)Nc1cccc2ccccc12)c1nonc1N	2	/	/	0	3	/	1	/
Cc1ccc(NS(=O)(=O)c2ccc(C)c(C(=O)NCC(c3ccccc3)N(C)C)c2)cc1 (configuration not stated)	0	-5	-5	/	3	3	/	-20
CCN(CC)CCNC(=O)CN1C(=O)CSc2ccc(S(=O)(=O)N3CCOCC3)cc21	-14	-1	8	-6	/	-2	-1	-5
Cc1ccc2cc3cc(C(=O)NCc4ccco4)oc3nc2c1	-1	/	/	-7	1	-45	-7	-1
CCOc1cc(CN2CCN(c3ncccn3)CC2)ccc1OC	1	-2	-13	-4	5	8	10	28
CC(C)c1ccc(Nc2ccc(C(=O)O)cc2[N+](=O)[O-])cc1	3	-8	-6	-9	1	-27	1	2
O=C(C[C@@H]1CC[C@@H]2[C@H](COC[C@H](O)CN2Cc2ccc(C(F)(F)F)cc2)O1)N1CCc2ccccc2C1	-1	/	13	-8[16.7 µM]	0	/	-16	-3
O=C(Nc1cccc(-c2csc(Nc3cccc(C(F)(F)F)c3)n2)c1)c1ccccc1	-14	0	6	13	2	?	-5	0
Cc1oc(S(=O)(=O)N2CCCCC2)cc1NC(=O)Nc1ccccc1	/	-3	6	/	4	17	/	-1
COCC(=O)Nc1ccc2c(c1)C(=O)N(C)C[C@H](OC)[C@@H](C)CN(Cc1cccc(F)c1)[C@H](C)CO2	-2	3	-2	/	3	7	-1	-1
